# EP2 modulator: modulates human prostaglandin E2 receptor EP2 signaling; EP2-expressing cells, cAMP HTRF FRET, PGE2 co-stimulation; actives 0.83% (n = 260,000); induction, % at 25 µM; P43116;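 active = compounds whose cAMP rise, as percent of the full-agonist control response, exceeds 60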;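 note: rat C6 glioma line stably carrying human EP2 under a CMV promoter; the protocol text gives 20 µM as final concentration; 100% = response of wells given 1 µM PGE2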
# Target sequence (P43116 whole entry, looked up): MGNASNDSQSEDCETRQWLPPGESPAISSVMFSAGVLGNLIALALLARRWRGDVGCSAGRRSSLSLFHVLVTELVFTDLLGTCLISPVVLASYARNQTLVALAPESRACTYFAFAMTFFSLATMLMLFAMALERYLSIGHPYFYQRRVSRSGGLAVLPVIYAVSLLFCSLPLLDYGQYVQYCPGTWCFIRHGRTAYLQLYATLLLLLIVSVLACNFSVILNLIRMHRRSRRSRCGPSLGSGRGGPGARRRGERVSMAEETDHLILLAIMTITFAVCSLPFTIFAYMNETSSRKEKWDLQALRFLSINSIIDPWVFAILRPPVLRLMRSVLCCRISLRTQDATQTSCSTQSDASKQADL
# TbHK1 inh: blocks Trypanosoma brucei hexokinase 1 activity | recombinant TbHK1, G6PDH-coupled NADH A340 | inhibition, % at 10 µM | actives 0.11% (n = 220,000) | AID 1430;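 active = inhibition of 50% or more in the single-dose primary screen; inactive = inhibition below 50%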
# zVAD death inh: L929 zVAD cell death inhibition; viability rescue, % at 10 µM; actives 0.38% (n = 220,000); L929 zVAD necroptosis rescue, ATP luminescence, 24 h; with zVAD 60 µM; AID 1377;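 active = activation, scaled between plate controls, above about 75%, limit read from the data; inactive = activation under that limit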;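 note: 0% = zVAD with DMSO and 100% = DMSO alone without zVAD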
# Calpain2 inh: blocks pig calpain II enzyme activity. purified calpain II, fluorogenic peptide substrate, 30 min. inhibition, % at 16 µM. actives 0.37% (n = 220,000). AID 1236;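 active = inhibition above about 50%, limit read from the data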
# PGE2 EP2 inh: EP2 receptor (human) inhibition. actives 0.52% (n = 260,000). AID 1422. C6 glioma cells expressing human EP2, cAMP TR-FRET; cells stimulated with saturating PGE2. inhibition, % at 25 µM;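 active = percent inhibition above 40 after rounding to a whole number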;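 note: rat C6 glioma host cells with rolipram phosphodiesterase inhibitor present; the protocol text gives 20 µM as final concentration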
# Hck Nef HTS: human Hck-Nef kinase inhibition | P08631 | Recombinant Hck-YEEI plus Nef, Z-Lyte FRET kinase assay | inhibition, % at 20 µM | actives 0.68% (n = 220,000) | AID 463187;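 active = Hck-Nef kinase inhibition above about 50%, limit read from the data; inactive = inhibition below that limit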;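 note: 0% = DMSO with Hck plus Nef and 100% = Hck alone without Nef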
# Rad51 HR inh: Rad51 (human) homologous recombination inhibition | hRad51 DNA strand exchange, fluorescence dequenching | inhibition, % at 10 µM | actives 0.085% (n = 200,000) | AID 1385;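 active = inhibition above 40% at the single screening dose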;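 note: 0% = DMSO control wells and 100% = blanks with heterologous ssDNA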
# Target sequence (Q06609 whole entry, looked up): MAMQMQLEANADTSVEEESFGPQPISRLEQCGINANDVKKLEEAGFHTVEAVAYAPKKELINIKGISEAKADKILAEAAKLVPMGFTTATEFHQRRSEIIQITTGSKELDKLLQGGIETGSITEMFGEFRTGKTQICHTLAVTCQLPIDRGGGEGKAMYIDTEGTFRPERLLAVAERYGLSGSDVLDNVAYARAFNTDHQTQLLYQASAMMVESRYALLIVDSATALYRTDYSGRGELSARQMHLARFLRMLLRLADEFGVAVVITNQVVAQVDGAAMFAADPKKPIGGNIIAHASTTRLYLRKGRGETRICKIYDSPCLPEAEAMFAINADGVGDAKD
#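 Assay system: Human Rad51 nucleoprotein filaments preassembled on unlabelled ssDNA | Reagent: Donor/quencher-labelled 47-bp dsDNA substrate | Doses: One concentration, 10 µM final | Times: 37 °C 15-min filament assembly, 30-min compound preincubation, 15-min exchange | Technique: Fluorescein emission 520 nm, excitation 485 nm | Benchmarks: Plate control and blank wells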
# eIF4E-4G inh: eIF4E/eIF4G interaction inhibition in translation initiation; TR-FRET eIF4E-eIF4GI(517-606) binding, 2 h; inhibition, % at 21.7 µM; actives 0.37% (n = 220,000); P63073+Q04637;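 active = inhibition above about 30%, limit read from the data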;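 note: 0% = full FRET control wells and 100% = background wells lacking eIF4GI fragment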
# 14-3-3 Bad PPI: disrupts binding of bovine 14-3-3 zeta to phospho-Bad peptide | AID 781 | P63103 | actives 0.71% (n = 220,000) | inhibition, % at 21.7 µM | TR-FRET 14-3-3zeta/Dy647-pBad peptide displacement, 1 h;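 active = inhibition above about 70%, limit read from the data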;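 note: 0% = full 14-3-3 plus peptide FRET controls and 100% = background without 14-3-3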
# Target sequence (P63103 whole entry, looked up): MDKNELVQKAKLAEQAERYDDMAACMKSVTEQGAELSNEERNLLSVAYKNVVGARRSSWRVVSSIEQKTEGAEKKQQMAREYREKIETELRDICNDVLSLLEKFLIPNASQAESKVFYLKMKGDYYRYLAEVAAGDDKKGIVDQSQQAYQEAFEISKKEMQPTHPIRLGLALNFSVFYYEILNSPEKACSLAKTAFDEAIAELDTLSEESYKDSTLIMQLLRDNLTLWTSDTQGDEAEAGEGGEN
# An asterisk follows results filed as active; i = inactive; . = not tested or not shown; & = joins results of further samples; [ ] = remark or other dose. This is a subset; count on the stated rates, not on these rows.
smiles	EP2 modulator	TbHK1 inh	zVAD death inh	Calpain2 inh	PGE2 EP2 inh	Hck Nef HTS	Rad51 HR inh	eIF4E-4G inh	14-3-3 Bad PPI
C=C1C(=O)O[C@H]2[C@H]1[C@H](OC(=O)CC(=O)O[C@@H]1C[C@@H](C)[C@@H]3C=CC(=O)[C@@]3(C)[C@H]3OC(=O)C(=C)[C@H]13)C[C@@H](C)[C@H]1C=CC(=O)[C@]12C	-21	-16	0.2	-22	24	27	-5	0	-4
Oc1ccc2c3c1OC1C(O)CC[C@@]4(O)[C@@H](C2)N(CC2CCC2)CC[C@]314 (stereo partly drawn)	.	.	.	-12	13	.	10	9	2
Nc1nc(=S)c2ncn(C3OC(CO)C(O)C3O)c2[nH]1 (stereo not drawn)	0	-30	0.2	-8	14	14	3	17	60
C=C(COC(C)=O)CC1CC(O)[C@]2(C)OC3CC4OC5C[C@]6(C)O[C@]7(C)CCC8OC9C[C@]%10(C)OC%11C(C)=CC(=O)OC%11CC%10OC9C[C@@H](C)C8OC7CC6O[C@]5(C)C/C=C\C4OC3CC2O1 (stereo partly drawn)	-35	-15	-0.2	-74	7	18	-8	-4	-2
O=C(NC12CC3CC(CC(C3)C1)C2)OC1CN2CCC1CC2 (stereo not drawn)	-3	-3	0.8	12	16	10	18	5	-1
CCCCn1c(O)c(C(=O)/C=C/c2c[nH]c3ccccc23)c(=O)[nH]c1=O	-97	-11	0.7	2	6	-3	i	8	-4
CCC12CN3CCN(CC(C3)/C1=N\O)C2	14	5	0.1	-12	9	1	6	2	3
CCC(CC)N1CCN(C(=O)Cc2ccccc2)CC1	19	7	0.2	12	13	3	0	3	71*
C=CCN1C(=O)C2(C(C(=O)OCC)=C(N)Oc3ccccc32)c2c1c1ccccc1oc2=O (stereo not drawn)	-24	-6	-1.8	-19	16	11	0	1[fluorescence artefact?]	23[fluorescence artefact?]
CC(C)C(=O)c1cn(Cc2ccccc2C#N)c2ccccc12	15	4	-0.5	5	13	3	8	4	-1
C[N+]1(C)[C@@H]2CC(OC(=O)[C@H](CO)c3ccccc3)C[C@H]1[C@@H]1O[C@@H]12 (stereo partly drawn)	21&14	2	4.6	14&-16	12	0	4&-5	1&0	-3&2
O=c1cccc2n1CC1CC2CN(Cc2ccc3c(c2)OCO3)C1 (stereo not drawn)	.	-5	0.5	.	8	-1	4	.	.
N#CCP(=S)(c1ccccc1)c1ccccc1	17	2	0.0	-3	1	2	-1	13[fluorescence artefact?]	-9
CCOc1ccc2oc(C(=O)NN3C(C)CCCC3C)c(C)c2c1 (stereo not drawn)	-13	-2	2.0	-19	3	1	11	0	-6
O=c1[nH]c(=S)n(-c2ccccc2F)c(O)c1C=NCc1ccco1	18	-57	2.9	-2	6	7	-27	12	11[fluorescence artefact?]
COc1cccc(N2C(=O)NC(=O)/C(=C/c3ccc4c(c3)Cc3ccccc3-4)C2=O)c1	-31	-8	1.1	-43	8	115*	15	5	25
CN1C(=O)C(=Cc2cccnc2)C(=O)N(C)C1=O	-23	-6	-0.9	11	4	7	-11	-7	-2
O=C(N/N=C/c1c(O)n(Cc2ccccc2)c(=O)[nH]c1=O)c1ccncc1	16	-42	0.6	-25	4	16	-17	5	-10
CCC(C)n1c(O)c(C(c2ccccn2)c2c(O)n(C(C)CC)c(=S)[nH]c2=O)c(=O)[nH]c1=S (stereo not drawn)	-14&13	-4	-0.2	22	9&11	1	2	0	-3
COC12C(COC(N)=O)C3=C(C(=O)C(C)=C(N)C3=O)N1CC1C2N1C (stereo not drawn)	0	-43	0.6	25	16	2	-8	3	-3
CC(C)C/C(=N/O)c1c[nH]c2ccccc12	-36	-7	0.4	19	17	-1	-3	-1	-14
CCCCn1c(NC(=O)c2ccc(Br)o2)c(C(=O)OCC)c2nc3ccccc3nc21	12	-4	.	-337	14	-14	.	7[fluorescence artefact?]	-11
O=C(c1ccc(Cl)cc1)C12CN3CN(CN(C3)C1)C2	13	4	0.0	-8	7	3	1	-3	-8
CC(C)(C)C(=O)Cn1c(NCCCl)nc2ccccc21	-34&13	-1	-0.2	-7	10&7	1	.	0	-8
Cc1ccc(C(=O)O)cc1N=Nc1c(O)[nH]c(=O)[nH]c1=O	24	-12	0.6	8	7	-82	7	-2	1
CN(C)C(Cc1ccccc1)C(=O)c1ccccc1 (stereo not drawn)	-5	-1	0.2	16	3	2	4	3	3
O=C(c1ccc2c3c(cccc13)CC2)C1CCCN(Cc2ncc[nH]2)C1 (stereo not drawn)	-17	-13	7.1	-222	17	19	1	-5	-13
COc1ccccc1-n1c(Cc2ccccc2)nc2ccccc2c1=O	47	5	-0.2	-8	11	23	5	-1	-2
CCn1c(=O)cc(SCC(=O)N2CCC3(CC2)OCCO3)c2ccccc21	20	5	-0.3	-6	10	0	-6	0	6
Cn1c2ccccc2c2c(C(=O)N3CCC4(CC3)OCCO4)cn(C3CCCCC3)c(=O)c21	18	-21	1.3	-100	14	-1	-7	9	24
COc1ccc(C(=O)C2CCCN(Cc3ccccn3)C2)c(OC)c1 (stereo not drawn)	-26	0	-0.7	-19	0	28	9	-1	-14
COc1ccc(C2=NCc3nnc(C)n3-c3ccc(Cl)cc32)cc1Cl	13	0	-0.1	13	15	5	-4	5	-7
O=C(CSC1c2ccccc2-c2ccccc21)N/N=C/c1ccccc1O	-21	-4	6.8	-41	15	1	4	1	2
CC(C)(C)c1nc(NCc2ccc3c(c2)OCO3)c2nnn(Cc3ccccc3Cl)c2n1	26	-26	-0.6	-12	13	-4	-5	0[fluorescence artefact?]	-1
COc1ccc(OCC(=O)N2CCN(C3CCC(c4ccccc4)CC3)CC2)cc1 (stereo not drawn)	-5	-13	-0.1	19	4	-1	7	1	39[fluorescence artefact?]
CC(=NCCN1CCOCC1)c1c(O)n(C2CCCCC2)c(=O)[nH]c1=O	28	10	0.6	8	2	-1	-1	3[fluorescence artefact?]	12[fluorescence artefact?]
Cn1c(O)c(/C=N/NC(=O)c2ccncc2)c(=O)n(C)c1=S	-20	-38	0.0	-15	8	-2	-438	-8	-6
O=C(Nc1cccc(C(F)(F)F)c1)c1cccn(Cc2ccc3c(c2)OC(F)(F)O3)c1=O	12	-19	0.4	52*	4	1	1	2[fluorescence artefact?]	-8
Cc1ccc(-n2nc(C)c3c2NC(=O)CSC3c2ccc3c(c2)OCO3)cc1 (stereo not drawn)	2	-1	1.9	-72	15	0	3	8	-14
CN1C(=O)C(=Cc2ccccc2OCCOc2ccc([N+](=O)[O-])cc2)C(=O)N(C)C1=O	-8	-13	1.7	-30	12	25	5	4	-9
CCCCCCn1c(O)c(/C=N/N2CCCCCC2)c(=O)[nH]c1=O	-1	3	0.6	4	6	7	7	0	-1
CN(C)c1ccc(NC(=O)CN2C(=O)CN=C(c3ccccc3)c3ccccc32)cc1	.	-2	0.2	.	16	4	5	.	.
O=C1NC(=O)N(c2ccc3c(c2)OCO3)C(=O)/C1=C\c1ccc(N2CCCCC2)o1	1	-7	0.1	-14	15	-1	-229	2	-16[fluorescence artefact?]
Cc1nc2ccccc2c(=O)n1-c1ccccn1	19	3	1.0	-35	10	9	-3	-2[fluorescence artefact?]	-14[fluorescence artefact?]
O=P(OCC(F)(F)C(F)F)(N1CCOCC1)N1CCOCC1	14	5	0.6	-7	8	1	89*	-19	9[fluorescence artefact?]
CCOC(=O)c1c(C)[nH]c(C(=O)C(Cc2ccccc2)N(C)C)c1C (stereo not drawn)	10	-5	1.0	-13	.	1	.	7	-8
CCC(=NCc1ccco1)c1c(O)n(C2CCCCC2)c(=O)[nH]c1=O	36	-3	0.3	11	9	1	3	6	-9
O=C1CC(c2ccccc2)CN1 (stereo not drawn)	16	-7	0.5	-17	6	17	.	3	-9
CCN(CC)CCNC(=O)c1c(O)c2ccccc2n(Cc2ccccc2)c1=O	-63&-1	5	0.0	-5	12&10	2	-12	-12	-42
Cc1ccc(C2C(S(C)(=O)=O)=C(O)C(=O)N2c2ccccc2)cc1 (stereo not drawn) (tested in a mixture with another compound)	12	0	1.0	18	15	3	2	-8	28
CCC(=NCCCN(C)C)c1c(O)n(-c2ccc(OC)cc2)c(=O)[nH]c1=O	-29	-4	0.1	16	1	0	3	6	12
COc1ccccc1Cn1c(SCC#N)nc2cc(C(=O)N3CCC4(CC3)OCCO4)ccc2c1=O	28	-8	0.4	-58	9	-6	4	0	3
COc1ccc(CC2(CCc3ccncc3)C(=O)NC(=O)NC2=O)cc1OC	45	-5	6.0	-20	10	13	-5	0	-8
COc1ccc(C2SCC(=O)Nc3c2c(C)nn3C2CCOC(C)(C)C2)cc1 (stereo not drawn)	-13	-3	0.2	-3	5	0	2	-5	2
CN(C(=O)Oc1ccc(C(C)(C)C)cc1)c1ccccc1	-36	-1	45	32	6	4	-75	2	-4
CC1=C(C(=O)O)N2C(=O)C(NC(=O)CCCC(=O)O)C2SC1 (stereo not drawn)	12&11	-3	0.9	-13	12&7	26	21	2	-3
CCc1ccc(N2C(=O)NC(=O)C(Cc3ccc(OC)cc3OC)C2=O)cc1 (stereo not drawn)	18	-1	0.6	18	16	1	-5	4	38
O=C1C2CCCC1C(N1CCCC1)CC2 (stereo not drawn)	16	2	-0.2	21	4	11	22	1	8
O=C(COC(=O)Cc1ccccc1)Nc1cccnc1Cl	11	0	0.2	-9	2	15	-9	-3	1
CC(=O)c1cc(C#N)c(N2CCN(C)CC2)nc1C	20	-17	2.0	-2	5	-10	6	-9	-10

# Following part.
smiles	EP2 modulator	TbHK1 inh	zVAD death inh	Calpain2 inh	PGE2 EP2 inh	Hck Nef HTS	Rad51 HR inh	eIF4E-4G inh	14-3-3 Bad PPI
C=CCn1c(O)c(C=NCCN(C)C)c(=O)[nH]c1=O	1	-1	-0.2	4	15	1	-1	-1	-9
Cn1c(O)c(C=NCc2ccco2)c(=O)n(C)c1=O	3	-2	-0.7	-3	4	1	1	-18	-4
N=Cc1c(O)n(-c2ccccc2)c(=O)n(-c2ccccc2)c1=O	-19	2	0.5	-1	17	5	9	0	-5
CC12CN3CC(C)(CN(C1)C3c1cccnc1)C2=O (stereo not drawn)	17	-5	1.4	-1	15	0	-7	3	1
O=c1[nH]c(=O)n(Cc2ccc(F)cc2)c(O)c1C=NCCCN1CCOCC1	-48	0	0.3	-47	10	0	-6	-7[fluorescence artefact?]	1
Cc1cccc(CS(=O)(=O)Cc2ccc(C(=O)N3CCC4(CC3)OCCO4)o2)c1	-6	-3	0.9	2	10	1	-7	-2	12

# 3 of the compounds above, with two lines to a compound.
# Each structure is followed by: EP2 modulator | TbHK1 inh | zVAD death inh | Calpain2 inh | PGE2 EP2 inh | Hck Nef HTS | Rad51 HR inh | eIF4E-4G inh | 14-3-3 Bad PPI
> CCOC(=O)c1c(C)[nH]c(C(=O)C(Cc2ccccc2)N(C)C)c1C (stereo not drawn)
 : 10 | -5 | 1.0 | -13 | . | 1 | . | 7 | -8
> O=C(CSC1c2ccccc2-c2ccccc21)N/N=C/c1ccccc1O
 : -21 | -4 | 6.8 | -41 | 15 | 1 | 4 | 1 | 2
> CC1=C(C(=O)O)N2C(=O)C(NC(=O)CCCC(=O)O)C2SC1 (stereo not drawn)
 : 12&11 | -3 | 0.9 | -13 | 12&7 | 26 | 21 | 2 | -3
